Screening data: PubChem, several laboratories
NPR2 activator: human GC-B receptor activators, primary screen, HEK293 GC-B cells, cGMP TR-FRET, EC30 CNP; 0% at EC30 CNP, 100% saturating CNP; actives 0.11% (n = 370,000); AID 1920062, 2024; activation, % at 10 µM;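 active = activation at 10 µM reaching about 35% in either raw or pattern-adjusted values, limit read from the data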
sPLA2-III inh: human group III sPLA2 inhibitors, primary screen, biochemical, QFRET, BODIPY PC-A2 liposome substrate. actives 0.56% (n = 370,000). AID 743126, 2013. QFRET BODIPY PC-A2 liposome hydrolysis, fluorescence. inhibition, % at 12.2 µM;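 active = inhibition above mean plus 3 SD of compounds lying within the high and low control bounds, cut at about 19% in these data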;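 also: 0% = median of test compound wells and 100% = no enzyme DMSO wells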
ARFGAP1 inh: inhibitors of rat ARFGAP1 GAP activity, primary screen, biochemical, fluorescence polarization, GDP tracer; Arfgap1-stimulated ARF1 GTP hydrolysis, GDP FP detection; inhibition, % at 16.5 µM; AID 651572, 2012; actives 0.26% (n = 360,000); ADP-ribosylation factor GTPase-activating protein 1 (Rattus norvegicus), Q62848;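 active = inhibition above a per-plate limit, mean inhibition of low control wells plus 3 SD, cut at about 25% in these data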;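 also: 0% = DMSO wells with enzyme and 100% = wells lacking Arfgap1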
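Replicates: Single well per compound | Assay system: Truncated rat Arfgap1 GAP domain | Control set: No-Arfgap1 wells (100%) versus DMSO full-reaction wells (0%) | Times: Enzyme reaction 120 min at 25 °C after 20 min preincubation | Reagent: Human ARF1(Δ1-17)-GTP substrate | Measured by: Tracer-displacement fluorescence polarization with EDTA stop, 620/688 nm | Measure: Percent inhibition of Arfgap1-stimulated GTP hydrolysis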
rCAG binder: binders of r(CAG) RNA repeats, primary screen, biochemical, fluorescence | AID 651821, 2012 | actives 1.3% (n = 370,000) | inhibition, % at 3 µM | r(CAG) RNA repeat, TO-PRO-1 dye displacement fluorescence;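 active = inhibition above the plate cutoff, the mean of all test compounds on that plate plus 3 SD, cut at about 35% in these data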;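 also: 0% = DMSO alone and 100% = 100 µM mitoxantrone as full dye displacement; higher means more dye released from RNA so lower well fluorescence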
proKLK7 act: proKLK7 zymogen activators, primary screen, biochemical, fluorescence intensity. actives 0.9% (n = 370,000). activation, % at 7 µM. purified proKLK7, EDANS-DABCYL substrate fluorescence; 100% is mature enzyme control, 0% vehicle. Kallikrein-7 (Homo sapiens), P49862;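 active = activation above the mean of all tested compounds plus 3 SD, computed per campaign excluding outliers beyond control limits, cut at about 13% in these data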
ADAM10 inh: human ADAM10 inhibitors, primary screen, biochemical, QFRET, HTS; Disintegrin and metalloproteinase domain-containing protein 10 (Homo sapiens), O14672; recombinant ADAM10, EDANS/DABCYL FRET peptide cleavage, 3 h; inhibition, % at 7 µM; actives 0.62% (n = 370,000);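 active = inhibition above a per-campaign cutoff equal to the mean of compounds falling between control-based bounds plus 3 SD, cut at about 20% in these data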;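 also: 0% = DMSO wells while the 100% control is not disclosed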
Tn6 DDE FP: inhibitors of Tn6 peptide binding to fibrin DD(E), primary screen, biochemical, fluorescence polarization, human fibrin, Tn6 probe | Fibrinogen beta chain (Homo sapiens), P02675 | Fibrin DD(E) TRITC-Tn6 fluorescence polarization displacement | inhibition, % at 8.3 µM | actives 0.21% (n = 370,000) | AID 720509, 2013;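 active = inhibition above a per-campaign cutoff: mean of compounds within control limits plus 3 SD, cut at about 15% in these data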;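 also: 0% = median of all compound wells on the plate and 100% = blocking peptide control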
ASAP1 inh: inhibitors of human ASAP1 ArfGAP activity, primary screen, biochemical, fluorescence polarization; Arf-GAP with SH3 domain, ANK repeat and PH domain-containing protein 1 (Homo sapiens), …; ASAP1-stimulated ARF1 GTP hydrolysis, GDP FP detection; inhibition, % at 16.5 µM; actives 0.19% (n = 360,000); in the data active = inhibition above about 25%;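 also: 0% = vehicle with enzyme and substrate and 100% = no enzyme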
FXN GAA850 act: FXN promoter activators, primary screen, cell-based, luciferase luminescence, HEK293 lucGAA850 | actives 0.56% (n = 360,000) | activation, % at 6 µM | AID 540364, 2011 | HEK293 lucGAA850 FXN promoter luciferase reporter, 24 h; percent of 10 µM SAHA response;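 active = activation above the average of all compounds screened plus 3 SD, cutoff fixed separately per campaign, cut at about 7.5% in these data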;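 also: 0% = DMSO wells and 100% = 10 µM SAHA wells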
GC-A act: GC-A stimulated cGMP production enhancers – HEK293 GC-A cells, cGMP TR-FRET, EC30 ANP, primary screen. Atrial natriuretic peptide receptor 1 (Homo sapiens), P16066. actives 0.14% (n = 370,000). AID 1671463, 2021. activation, % at 10 µM. 0% at EC30 ANP, 100% saturating ANP; in the data active = activation above about 40%
Target sequence (P16066 whole entry, looked up): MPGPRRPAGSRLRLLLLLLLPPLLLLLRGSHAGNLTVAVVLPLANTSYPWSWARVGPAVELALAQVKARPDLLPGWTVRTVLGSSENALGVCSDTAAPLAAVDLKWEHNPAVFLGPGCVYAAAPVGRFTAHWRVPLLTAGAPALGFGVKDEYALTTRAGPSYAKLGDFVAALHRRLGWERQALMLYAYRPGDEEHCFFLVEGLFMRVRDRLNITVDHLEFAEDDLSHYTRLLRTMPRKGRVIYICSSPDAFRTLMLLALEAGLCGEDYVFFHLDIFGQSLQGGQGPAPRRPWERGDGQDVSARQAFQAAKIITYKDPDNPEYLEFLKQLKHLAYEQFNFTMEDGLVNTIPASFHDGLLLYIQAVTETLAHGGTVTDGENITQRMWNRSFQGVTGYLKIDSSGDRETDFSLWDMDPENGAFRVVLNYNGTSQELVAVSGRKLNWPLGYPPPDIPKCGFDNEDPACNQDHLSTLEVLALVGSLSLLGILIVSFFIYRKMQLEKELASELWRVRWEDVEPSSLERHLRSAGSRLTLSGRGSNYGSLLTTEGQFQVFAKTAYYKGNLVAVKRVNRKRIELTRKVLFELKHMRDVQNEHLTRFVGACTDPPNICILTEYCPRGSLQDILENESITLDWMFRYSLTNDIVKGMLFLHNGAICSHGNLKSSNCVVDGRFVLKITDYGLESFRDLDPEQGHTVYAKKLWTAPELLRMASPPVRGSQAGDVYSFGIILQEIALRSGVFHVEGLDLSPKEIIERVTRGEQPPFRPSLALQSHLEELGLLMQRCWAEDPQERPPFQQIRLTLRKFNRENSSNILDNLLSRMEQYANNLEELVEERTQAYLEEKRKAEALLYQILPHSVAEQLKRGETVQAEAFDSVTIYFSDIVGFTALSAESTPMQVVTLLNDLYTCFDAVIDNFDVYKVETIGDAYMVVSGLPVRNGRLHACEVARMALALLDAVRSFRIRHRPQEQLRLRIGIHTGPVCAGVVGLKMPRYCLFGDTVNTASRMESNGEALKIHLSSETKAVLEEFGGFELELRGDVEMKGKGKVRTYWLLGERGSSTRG
The depositor's hits bear a star; i = inactive; nt = not tested or not shown.

No. | mol | NPR2 activator | sPLA2-III inh | ARFGAP1 inh | rCAG binder | proKLK7 act | ADAM10 inh | Tn6 DDE FP | ASAP1 inh | FXN GAA850 act | GC-A act
1 | COc1ccc(N(C(=O)c2ccc(S(=O)(=O)N3CCOCC3)cc2)C2C=CS(=O)(=O)C2)cc1 (stereo not drawn) | 4 | 2 | 1 | -3 | 0.9 | 3 | 9 | 3 | 1.9 | 3
2 | COC(=O)[C@]12C[C@H](CC(=O)NCc3cccs3)C(=O)N(Cc3ccccc3)C1=C[C@H](C(C)C)O[C@@H]2C1CC1 | -3 | 3 | 9 | 1 | 1.0 | 5 | 5 | 1 | nt | -4
3 | CCCCN1C(=O)NC(NC(=O)C2CC2)(C(F)(F)F)C1=O (stereo not drawn) | 5 | 1 | 9 | 0 | -0.2 | -2 | 2 | -7 | 0.6 | 5
4 | Cc1cc(=O)[nH]c(SCC(=O)N2CCN(C(=O)c3ccco3)CC2)n1 | -3 | 14 | 0 | 3 | -0.1 | -6 | -6 | 3 | -1.3 | -1
5 | COc1cccc(-c2nnn(CC(=O)N(CC(C)C)C3CCS(=O)(=O)C3)n2)c1 (stereo not drawn) | 0 | -4 | 2 | -7 | -0.3 | -7 | 5 | 14 | -1.7 | 1
6 | O=C(CSc1ccccc1)Nc1nnc(C2CC2)s1 | 1 | -3 | 5 | 2 | 0.1 | -10 | 1 | -1 | 2.6 | 6
7 | Cc1ccc(O)c(NC(=O)c2cc(-c3cccs3)on2)c1 | -1 | -4 | 4 | 3 | 0.1 | -9 | 5 | 5 | 9.9* | -3
8 | CCOCCC(=O)Nc1ccc2c(c1)c(=O)n(C)n2CC=C(C)C | -4 | -6 | 0 | 0 | 26* | i | 2 | 7 | -5.0 | 1
9 | CC(=O)Nc1cccc(C(=O)N2CCC(n3nccc3NC(=O)CC(C)C)CC2)c1 | 4 | 5 | 11 | -2 | 0.0 | -4 | -8 | 1 | 0.8 | 2
10 | CC(C)c1ccc(CC(=O)N2CCC2(C)C(=O)NS(=O)(=O)c2ccc(F)cc2F)cc1 (stereo not drawn) | 3 | 3 | -6 | 22 | -0.2 | -5 | 10 | 2 | 0.2 | 0
11 | CC1=C(C(=O)Nc2ccccc2)C(c2ccncc2)n2nnnc2N1 (stereo not drawn) | -2 | 2 | 4 | -4 | -0.7 | -4 | 7 | -1 | -1.1 | 1
12 | Cc1ccc(CNC(=O)CNC(=S)N(Cc2ccccc2)Cc2ccccc2F)cc1 | 1 | -20 | 6 | -3 | 0.7 | 13 | 5 | 18 | -0.8 | 5
13 | COc1cccc(NC(=O)CN2C(=O)COc3ccc(C)cc32)c1 | 0 | 2 | -6 | -2 | -0.2 | -4 | -9 | 16 | 0.9 | -6
14 | CCOc1ccccc1C(=O)N(C)Cc1cc2cc(OC)ccc2[nH]c1=O | -10 | 1 | -9 | 1 | 1.9 | -265 | -3 | -5 | 2.7 | -1
15 | CCCOc1ccc(C(=O)CCN2CCN(C(=O)OCC)CC2)cc1 | -6 | -2 | -15 | -10 | -0.2 | 8 | 5 | -5 | 1.4 | -4
16 | O=C(Nc1ccccc1F)c1cnccn1 | 1 | -3 | -14 | 1 | 0.3 | -6 | -4 | -5 | 0.0 | -1
17 | COc1ccccc1-n1c(N)cc(=O)nc1SCC(=O)Nc1cc(C)on1 | -4 | -3 | -12 | 0 | 0.5 | -1 | 5 | 0 | 0.3 | 3
18 | O=C(CCn1c(=S)oc2ccccc21)Nc1cccc(F)c1 | -8 | 0 | 12 | 2 | 0.3 | 1 | 4 | -1 | 1.9 | -1
19 | C[C@@H]1CN([C@@H](C)CO)C(=O)c2cc(NC(=O)CCN3CCOCC3)ccc2O[C@@H]1CN(C)C(=O)Nc1ccccc1 | 0 | 8 | 10 | -1 | 0.1 | -2 | 9 | -4 | 1.0 | 3
20 | O=C(CSCc1c(Cl)cccc1Cl)Nc1ccc2c(c1)OCO2 | 4 | -11 | -11 | -2 | 0.0 | 5 | 1 | -4 | 0.4 | -2
21 | COc1cc(NC(=O)CN(c2ccc(C)cc2)S(=O)(=O)c2c(C)nn(C)c2C)cc(OC)c1 | -4 | -19 | 5 | -2 | -0.1 | 5 | -11 | 8 | -4.2 | -5
22 | Cn1c(/C(C#N)=C/c2ccncc2)nc2ccccc21 | -6 | -9 | 0 | -1 | 0.0 | -24 | 0 | -3 | 0.1 | 13
23 | Cc1cc(C(=O)CSCCCn2c(=O)[nH]c3ccccc32)c(C)n1C | -7 | -9 | 6 | 4 | 0.4 | 8 | -1 | 6 | 0.9 | -6
24 | O=C(NCC(c1ccc(F)cc1)N1CCOCC1)c1cccnc1Sc1ccccc1Cl (stereo not drawn) | -3 | 5 | 5 | -5 | 0.5 | -6 | -2 | -3 | 1.3 | 2
25 | O=C(NCC(=O)N1CCN(C/C=C/c2ccccc2)CC1)c1ccc(Br)cc1 | -1 | 2 | -11 | 2 | -0.8 | -2 | -5 | -7 | 0.7 | 2
26 | CCOC(=O)N1CCN(C(=O)Cn2nc(C)n3nc(-c4ccc(CC)cc4)cc3c2=O)CC1 | 4 | 14 | 12 | 1 | -0.1 | 2 | -14 | 0 | 2.6 | 7
27 | Nc1nnc(CCN2C(=O)CSC2=O)s1 | 3 | 2 | 2 | 3 | -0.1 | -2 | 0 | 1 | 0.4 | 4
28 | CCCn1ncc(C(=O)N(C)C2CCCN(Cc3ccccc3F)C2)c1C (stereo not drawn) | -1 | 2 | -3 | -6 | -0.3 | -11 | 4 | -9 | 2.8 | 0
29 | COc1ccc(OCC(=O)Nc2ccc(OC)c(S(=O)(=O)N3CCCCC3)c2)cc1 | 2 | -3 | 4 | -4 | 0.5 | 4 | -5 | 8 | -3.7 | -2
30 | CCCS(=O)(=O)NC(=O)C1(C)CCN(C(=O)c2c(-c3ccccc3)noc2C)C1 (stereo not drawn) | -1 | 15 | 3 | 2 | -0.6 | -3 | -8 | 9 | 0.0 | 2
31 | Cc1ccc(C(=O)NCc2ccco2)cc1S(=O)(=O)N1CCCC1 | -2 | -6 | 0 | 8 | 0.0 | -5 | 4 | -5 | 1.7 | 0
32 | CC1(CC(=O)N/N=C/c2cc([N+](=O)[O-])c(O)cc2O)OCCO1 | 3 | 1 | -2 | 9 | -0.5 | 6 | -10 | 7 | 2.5 | 2
33 | CN1CCCCC1=NCCCn1cnc2c1c(=O)n(C)c(=O)n2C | 3 | 0 | -6 | -3 | 0.6 | -9 | -1 | 7 | 1.3 | 1
34 | Cc1ccc2cc(CCNC(=O)C(C)(C)C)c(=O)[nH]c2c1 | 3 | 4 | 28* | 2 | -0.1 | -27 | -3 | 5 | 0.5 | 0
35 | Nc1nc(SCc2ccccc2)cc(SCc2ccccc2)n1 | 5 | -16 | -5 | 0 | -0.2 | 8 | 6 | 1 | 5.9 | 0
36 | OCc1nc2ccccc2n1CC(O)COc1ccccc1 (stereo not drawn) | 0 | 2 | 14 | 1 | -0.5 | -11 | -4 | 7 | -0.6 | -7
37 | CCc1nc2ccc(C(=O)NCCOc3ccc(OC)cc3)cn2c1N(CC)Cc1cccc(Br)c1 | 1 | -15 | 13 | 6 | -0.5 | -105 | -5 | 10 | -2.7 | -7
38 | CCN(CCCNC(=O)C1CCC(=O)N1C1CCCC1)c1cccc(C)c1 (stereo not drawn) | -17 | -5 | 2 | -3 | -0.3 | -10 | 0 | -9 | 0.5 | -3
39 | Cc1ccc(S(=O)(=O)NCCNC(=O)c2ccccc2)cc1 | 9 | 0 | 8 | -1 | -0.3 | 1 | 1 | -2 | -1.6 | -1
40 | CCCCCC(=O)NC(=S)NNC(=O)CC | 1 | 0 | -17 | 1 | 0.4 | 1 | 3 | 7 | -1.2 | 0
41 | O=C(NCC(=O)N1CCOCC1)c1ccc(Br)o1 | -2 | 1 | 7 | 5 | -1.0 | 1 | -4 | 8 | 1.1 | 2
42 | CC(C)(C)NS(=O)(=O)c1ccc(-c2csnn2)s1 | -1 | -3 | -8 | 1 | -0.1 | -1 | 5 | -5 | -0.3 | -2
43 | CCOC(=O)c1c(C)[nH]c(C(=O)N2CCc3cc(OC)c(OC)cc3C2)c1C | 8 | -7 | 0 | -7 | 0.6 | -5 | 3 | 3 | 1.4 | 2
44 | CC(C)CC(=O)NC(=S)Nc1ccc(NC(=O)c2cccs2)cc1 | -4 | 0 | 6 | 1 | 0.4 | -3 | -2 | 25* | -1.4 | -6
45 | Cc1cccc(NC(=O)N2CCCc3ccccc32)c1C | 0 | -3 | 5 | 1 | 0.3 | 3 | 5 | -3 | -0.7 | -1
46 | O=C(OCc1cn(Cc2c(F)cccc2F)nn1)N1CCCC1 | -5 | 1 | nt | 1 | 0.4 | 1 | 1 | nt | nt | 4
47 | CN(CCCCN1CCOCC1)Cc1nc(-c2ccc3c(c2)OCO3)no1 | 1 | -5 | -6 | -4 | 0.4 | -3 | 0 | -6 | 2.5 | 0
48 | CCc1nnc(NC(=O)C2CCCN(c3nc(C)cc(C)n3)C2)s1 (stereo not drawn) | -8 | 3 | 6 | -5 | 0.2 | -2 | -12 | 3 | -0.3 | -3
49 | CC12CCC(=O)N1C(C(=O)Nc1ccccc1N1CCCC1)CS2 (stereo not drawn) | 4 | 0 | 6 | -3 | -0.1 | 0 | 7 | -15 | 1.7 | 0
50 | Cc1nc2ccc(C(=O)N3CCN(c4ccccc4)CC3)cc2s1 | 5 | 0 | -8 | -6 | 0.4 | -6 | -2 | -6 | -0.2 | 0
51 | Cn1cc(C(=O)NC2CCCCC2)c(=O)c2cc(S(=O)(=O)N3CCCC3)ccc21 | -3 | 2 | -7 | -2 | -0.3 | -4 | 6 | 0 | -1.2 | 9
52 | CC(Sc1nnc(C2CC2)n1C1CC1)C(=O)NCc1cccs1 (stereo not drawn) | 2 | 10 | -2 | 0 | -0.4 | -6 | 2 | -5 | 0.7 | 1
53 | COc1ccc(CNC(=O)C2CCN(c3nc(-c4ccccc4)nc4c3CCC4)CC2)cc1 | 2 | -5 | 4 | -3 | 0.0 | -2 | -3 | -2 | -1.1 | -4
